Bioassay records (PubChem)
APOBEC3G inh – APOBEC3G DNA deaminase inhibitors, primary screen, biochemical, fluorescence, single-stranded DNA substrate, uHTS; inhibition, % at 20 µM; 330,000 compounds, 0.28% hits; DNA dC->dU-editing enzyme APOBEC-3G (Homo sapiens), Q9HC16; recombinant A3G, ssDNA deamination FAM/TAMRA fluorescence;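 active means inhibition of at least 40% at 20 µM, with no more than 30% in the related APOBEC3A deaminase screen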;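 further: plate controls were DMSO wells with A3G for no effect and wells lacking A3G enzyme for full effect; some compounds called inactive have numbers as strong as hits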
SENP8 block-1 – human SENP8 protease inhibitors, primary screen, biochemical, fluorescence, Nedd8 protein substrate, uHTS | Sentrin-specific protease 8 (Homo sapiens), Q96LD8 | recombinant SENP8 | 360,000 compounds, 0.64% hits | AID 602440, 2012 | inhibition, % at 20 µM; in the data active means inhibition mostly above about 40%, no sharp cut-off; inactive means mostly below about 27%
Target sequence (Q96LD8 whole entry, looked up): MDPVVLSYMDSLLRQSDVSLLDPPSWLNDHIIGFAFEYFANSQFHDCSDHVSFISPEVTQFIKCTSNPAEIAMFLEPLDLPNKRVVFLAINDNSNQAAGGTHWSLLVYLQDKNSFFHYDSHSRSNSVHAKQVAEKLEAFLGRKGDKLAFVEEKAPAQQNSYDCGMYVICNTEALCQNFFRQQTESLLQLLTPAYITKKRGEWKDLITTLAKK
SENP6 inh – SENP6 protease inhibitors, primary screen, biochemical, luminescence, uHTS | Sentrin-specific protease 6 (Homo sapiens), Q9GZR1 | Recombinant SENP6 catalytic domain, aminoluciferin luminescence | inhibition, % at 10 µM | 330,000 compounds, 1.8% hits | AID 2599, 2010;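 active means inhibition above about 50% at the single tested dose, limit read from the data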;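 further: plate controls were DMSO wells with enzyme for no effect and DMSO wells lacking enzyme for full effect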
Target sequence (Q9GZR1 628-1112 limits assumed): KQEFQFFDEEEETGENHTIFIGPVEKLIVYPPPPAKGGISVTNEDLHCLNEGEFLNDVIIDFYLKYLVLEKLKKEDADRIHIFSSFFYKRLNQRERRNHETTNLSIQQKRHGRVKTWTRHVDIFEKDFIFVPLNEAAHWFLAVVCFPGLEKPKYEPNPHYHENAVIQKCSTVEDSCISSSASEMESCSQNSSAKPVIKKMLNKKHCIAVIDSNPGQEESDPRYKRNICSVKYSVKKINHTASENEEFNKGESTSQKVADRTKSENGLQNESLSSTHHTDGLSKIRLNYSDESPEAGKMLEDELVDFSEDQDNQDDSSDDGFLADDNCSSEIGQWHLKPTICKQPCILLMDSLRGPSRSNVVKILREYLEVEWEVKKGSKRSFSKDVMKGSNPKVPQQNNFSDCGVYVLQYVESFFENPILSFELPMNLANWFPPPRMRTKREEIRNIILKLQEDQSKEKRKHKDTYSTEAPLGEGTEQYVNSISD
SENP7 block – SENP7 protease inhibitors, primary screen, biochemical, luminescence, uHTS; Sentrin-specific protease 7 (Homo sapiens), Q9BQF6; AID 434973, 2010; 330,000 compounds, 1.5% hits; inhibition, % at 5 µM; recombinant SENP7, Z-RLRGG-aminoluciferin luminescence, 40 min;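 active means inhibition above about 50% at the single test dose, limit read from the data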;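 further: plate controls were DMSO with enzyme for no effect and no enzyme buffer wells for full effect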
Target sequence (Q9BQF6 706-1050 limits assumed): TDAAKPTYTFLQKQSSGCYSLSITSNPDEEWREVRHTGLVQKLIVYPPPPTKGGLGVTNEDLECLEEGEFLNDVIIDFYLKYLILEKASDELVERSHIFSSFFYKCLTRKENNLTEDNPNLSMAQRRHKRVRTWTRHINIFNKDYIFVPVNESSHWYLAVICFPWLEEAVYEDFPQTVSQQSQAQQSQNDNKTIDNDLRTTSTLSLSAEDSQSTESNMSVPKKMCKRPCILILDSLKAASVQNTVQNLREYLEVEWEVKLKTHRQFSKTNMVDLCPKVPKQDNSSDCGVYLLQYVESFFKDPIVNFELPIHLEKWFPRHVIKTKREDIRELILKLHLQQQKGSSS
UBC13 inh – UBC13 polyubiquitin chain formation inhibitors, primary screen, biochemical, TR-FRET, uHTS. Ubiquitin-conjugating enzyme E2 N (Homo sapiens), P61088. inhibition, % at 20 µM. 330,000 compounds, 0.47% hits; in the data active means inhibition above about 45%, passing the limit was not always enough; inconclusive means no clear call, values can overlap the other calls
Apaf-1 inh – inhibitors of human Apaf-1 apoptosome, primary screen, biochemical, DEVD-Rh110 fluorescence, uHTS; inhibition, % at 20 µM; 330,000 compounds, 0.71% hits; reconstituted apoptosome caspase-3 activity; active means inhibition of at least 40% at 20 µM;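 further: plate controls were DMSO wells for no effect and DEVD-CHO caspase inhibitor wells for full effect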
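Assay system – apoptosome proteins · Medium – Hepes buffer, pH 7.5 · Also added – cytochrome c with DEVD-Rh110 · Timing – 30 min compound preincubation, 50 min activation, room temperature · Detection – Rh110 fluorescence, excitation 480 nm, emission 540 nm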
SENP8 block-2 – SENP8 protease inhibitors, primary screen, biochemical, luminescence | purified SENP8, Z-RLRGG-aminoluciferin cleavage | 330,000 compounds, 1.2% hits | AID 2540, 2010 | inhibition, % at 10 µM | Sentrin-specific protease 8 (Homo sapiens), Q96LD8; in the data active means inhibition above about 50%
SENP1 FRET inh – human SENP1 catalytic domain inhibitors, primary screen, biochemical, FRET, uHTS; Sentrin-specific protease 1 (Homo sapiens), Q9P0U3; recombinant SENP1 catalytic domain, CyPet-SUMO1-YPet FRET cleavage; inhibition, % at 10 µM; 360,000 compounds, 0.21% hits;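 active means inhibition at least 30% at 10 µM, raw YFP signal under a set limit, fluorescence ratio 0.5 to 1.5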;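 further: 0% = enzyme with DMSO and 100% = no enzyme wells; some results filed as inactive read as strong as hits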
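material = recombinant human SENP1 catalytic domain, His6-tagged | quantity = 20 pM enzyme | reagent = 25 nM SUMO1 FRET substrate | compound dosing = 10 µM single point, 0.5% DMSO | timing = 50 min enzyme reaction, room temperature, light-protected | detection = FRET, CFP and YFP emission | control set = no-enzyme low, enzyme-DMSO high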
* marks the source's active call; other numbers are inactive results; ? = inconclusive; / = not tested or not shown. Outcome played no part in choosing rows, and some 3.6% of all compounds hit somewhere here.

Molecule,APOBEC3G inh,SENP8 block-1,SENP6 inh,SENP7 block,UBC13 inh,Apaf-1 inh,SENP8 block-2,SENP1 FRET inh
O=C(O)/C=C/c1ccc(S(=O)(=O)N2CCCCCC2)cc1,-4,13,16,6,-6,-11,-2,-1
CNC(=O)CCSSCCC(=O)NC,-7,9,-10,-8,3,0,-17,3
COc1ccc(S(=O)(=O)NCC2CCCN(C(=O)CN3CCCCC3)C2)cc1 (stereo unspecified),-5,10,-25,-3,-16,-2,-9,0
Cc1ccc(NC(=O)COC(=O)Cn2cnc3ccccc32)c(C)c1,-3,-18,-5,-7,10,-15,-1,-6
O=C(CSc1ccccc1F)Nc1ccc(N2CCOCC2)cc1,-5,-1,-20,-12,1,10,-13,0
O=C(Nc1ccon1)c1ccc(Br)s1,-6,0,-17,-17,-2,8,-17,3
O=C(Nc1ccc(C(F)(F)F)cc1)N1CCN(C(=O)c2ccco2)CC1,-5,20,-10,9,-7,-5,-11,0
Cc1ccc2cc(C)c(SCC(=O)NCc3ccco3)nc2c1,-1,5,7,5,4,7,4,-4
C=CCNC(=O)COC(=O)c1cc(S(=O)(=O)N2CCOCC2)ccc1N1CCCCC1,-4,1,-2,7,-1,0,2,-1
COc1ccccc1NC(=O)N1CCN(c2ncccn2)CC1,-4,18,-11,9,4,-10,-3,1
Cc1ccc(OCCNC(=O)c2ccccc2SCC(=O)N2CCCC2)cc1,7,6,4,-2,0,20,-2,0
O=C(O)COCC(=O)Nc1ccc2c(c1)ncn2CCc1ccccc1,-6,14,1,7,-1,-2,3,3
Cc1ccc(S(C)(=O)=NC(=O)NC(=O)c2c(F)cccc2Cl)cc1 (stereo unspecified),-2,18,-7,5,-2,-21,4,4
Cc1ccc(S(=O)(=O)NCCC(=O)NCCSc2ccc(Br)cc2)cc1,-9,-1,-9,-2,1,17,-4,-1
CCOC(=O)c1nnc(-c2ccccc2)nc1Sc1ccccc1Cl,-3,26,4,0,-17,0,0,2
N=c1c(C(=O)NCc2ccc3c(c2)OCO3)cc2c(=O)n3ccccc3nc2n1CC1CCCO1 (stereo unspecified),-4,-368,7,-3,-3,4,1,-27
O=[N+]([O-])c1ccc(-c2nn(-c3ccccc3)cc2/C=N/n2c(-c3ccncc3)n[nH]c2=S)cc1,-16,40,-24,-2,-13,8,0,5
COC(=O)c1nnn(-c2nonc2N)c1CSc1nc2ccccc2o1,-5,15,-22,12,?,-6,-9,2
O=C(NNC1=NS(=O)(=O)c2ccccc21)c1ccccc1Cl,-7,20,3,4,2,-5,-1,2
COc1ccc2nc(NCCNC(=S)NCCCN3CCOCC3)c(C#N)cc2c1,10,-420,-2,14,-7,15,0,-43
O=C(CCNC(=O)c1ccccc1Cl)Nc1cc(S(=O)(=O)N2CCOCC2)ccc1N1CCCC1,-3,36,-1,-3,-23,-12,-7,-1
Cc1ccccc1-n1c(=S)[nH]c2nc3c(cc2c1=O)COC(C)(C)C3,-7,-6,-18,4,20,-23,-3,0
Cc1onc(-c2c(Cl)cccc2Cl)c1COC(=O)c1ccc(Cl)cc1[N+](=O)[O-],-3,20,-4,1,2,0,0,2
Cc1nn(Cc2ccc(Cl)cc2Cl)c(C)c1NC(=O)c1nn(C)cc1Cl,-5,12,3,6,11,-2,-8,2
CCCC(=O)Nc1nc2nc(C)cc(=O)n2[nH]1,-3,3,10,3,-1,15,-3,-1
CC(C)N(N=Nc1ccc([N+](=O)[O-])cc1)C(C)C,-2,20,11,-4,2,11,1,-2
C=CCn1c(SCC(=O)N2CCN(c3ccccc3)CC2)nnc1-c1ccco1,-2,8,-5,7,-2,14,-2,2
COCCn1cnnc1SCC(=O)Nc1cc(C)on1,-7,10,16,-4,3,-7,5,0
Cc1cc(C)c(S(=O)(=O)NCCc2cc3ccc(C)c(C)c3[nH]c2=O)c(C)c1,-7,-42,-11,5,5,28,1,-5
COC(=O)c1cc(OC)c(OC)cc1NC(=O)c1c(-c2ccccc2)noc1C,-6,-4,-4,1,13,2,4,0
Cc1c(NC(=S)NC(=O)c2ccc(Cl)cc2)c(=O)n(-c2ccccc2)n1C,-8,-4,0,0,-1,-3,-1,1
CCn1c(SCC(=O)N2CCOCC2)nc2ccccc21,-3,14,-3,-2,-4,0,-3,2
CC(=O)NCCC(=O)N1CCc2c([nH]c3ccccc23)C1c1cccc(C)c1 (stereo unspecified),-4,-12,22,2,1,10,-1,-6
COc1ccc(-c2cc(C(F)(F)F)nc(SCC(=O)NCCN3CCOCC3)n2)cc1OC,-2,-409,-6,7,0,3,6,-1
CCOC(=O)c1cccc(NC(=O)Nc2ccc(OCC)cc2)c1,-8,-2,-44,-10,-9,6,-17,-1
Fc1ccc(OCc2nn[nH]n2)c(F)c1,0,7,-10,11,-6,-17,-13,0
Cc1cccc(CCNCc2c(C(=O)O)c(C)n(-c3ccccc3)c2C)c1,-3,7,13,8,8,5,1,-11
COc1ccc(-n2c(=O)[nH]cc(C(=O)Nc3ccc4c(c3)OCCO4)c2=O)cc1,-1,8,10,11,4,-1,5,2
COc1ccc(-n2c(C)cc(C(=O)COC(=O)c3cc(OC)c(OC)cc3NC(=O)c3cccs3)c2C)cc1,0,-175,-1,5,6,17,0,0
CCOC(=O)NC(=O)/C(C#N)=N/Nc1ccc(F)cc1,1,4,-2,-1,-3,2,-3,0

Exported with each value named: part of the list above.
CC(=O)NCCC(=O)N1CCc2c([nH]c3ccccc23)C1c1cccc(C)c1 (stereo unspecified)
  APOBEC3G inh: -4 | SENP8 block-1: -12 | SENP6 inh: 22 | SENP7 block: 2 | UBC13 inh: 1 | Apaf-1 inh: 10 | SENP8 block-2: -1 | SENP1 FRET inh: -6

COc1ccc(-c2cc(C(F)(F)F)nc(SCC(=O)NCCN3CCOCC3)n2)cc1OC
  APOBEC3G inh: -2 | SENP8 block-1: -409 | SENP6 inh: -6 | SENP7 block: 7 | UBC13 inh: 0 | Apaf-1 inh: 3 | SENP8 block-2: 6 | SENP1 FRET inh: -1

CCOC(=O)c1cccc(NC(=O)Nc2ccc(OCC)cc2)c1
  APOBEC3G inh: -8 | SENP8 block-1: -2 | SENP6 inh: -44 | SENP7 block: -10 | UBC13 inh: -9 | Apaf-1 inh: 6 | SENP8 block-2: -17 | SENP1 FRET inh: -1

Carrying on.
Molecule,APOBEC3G inh,SENP8 block-1,SENP6 inh,SENP7 block,UBC13 inh,Apaf-1 inh,SENP8 block-2,SENP1 FRET inh
COc1ccc(-n2c(-c3ccco3)n[nH]c2=S)cc1,40,-12,13,7,13,-7,5,4
Cc1ccc(C(=O)NCC(=O)NCC(c2cccs2)N(C)C)cc1C (stereo unspecified),-4,-14,-11,2,-4,1,6,-15
Cc1ccc(/C=C/C(=O)c2ccc([N+](=O)[O-])o2)cc1,-10,/,11,1,-8,4,10,/
CC(C)C(=O)N1CCN(c2ccc(NC(=O)c3ccco3)cc2Cl)CC1,-6,11,-6,-2,-4,3,-4,1
C[C@H]1CCC[C@@]2(O[C@@H](CCO)C[C@H](O)[C@H]2O)O1,-8,18,5,1,2,-4,4,3
Cn1c(N)c(C(=O)CCl)c(=O)n(Cc2ccccc2)c1=O,-6,13,-3,-3,0,3,4,0
O=C(Nc1ccccc1)NC1CCCCCCC1,-1,24,-10,4,0,2,-5,0
CSc1ccccc1C(=O)N(C)C(c1ccccc1)c1ccccc1,-3,10,-12,4,-3,36,-1,-4
CCOC(=O)c1cc(CC)sc1NC(=O)COC(=O)c1cnccn1,-6,7,-8,-2,2,-2,-8,-5
CCC(C)c1ccc(NC(=S)Nc2ccc(OC)c(OC)c2)cc1 (stereo unspecified),6,30,-32,-11,-16,19,-3,-3
O=C1/C(=C/c2ccc3c(c2)OCO3)Oc2cc(OCC(=O)N3CC(O)C[C@H]3C(=O)O)ccc21 (stereo partly specified),-7,-173,-5,-4,-3,-9,-2,-19
COC(=O)c1ccc(-c2nc(CN3CCCN(C(=O)c4ccco4)CC3)c(C)o2)cc1,-8,-83,-18,-24,-4,9,-7,-24
CC(C)(C)OC(=O)N1CCC[C@H]1c1nnc(SCc2ccc(Cl)cc2Cl)o1,8,10,-10,11,-2,26,-5,2
CCOC(=O)c1sc(NC(=O)CCC(=O)O)nc1C,-6,13,-3,-9,3,-10,-4,-1
Cc1ccc(Cl)c2c1NC(=O)C2(O)CC(=O)c1ccc(Br)cc1 (stereo unspecified),1,36,-10,-1,7,4,-1,2
Cc1ccc(-n2ncc3c2CCCC3NC(=O)CSc2ccccn2)cc1C (stereo unspecified),-2,6,-6,3,-3,10,-1,2
C=CCN1C(=O)C(O)=C(C(C)=O)C1c1ccccc1F (stereo unspecified),-1,8,6,6,0,11,4,1
CC(=O)c1ccc2c(c1)N(CCCN1CCC(CCO)CC1)c1ccccc1S2,-2,13,-3,5,15,14,-4,17
COc1ccc(N2CCC(CNC(=S)Nc3ccc(C)cc3C)C2)cc1 (stereo unspecified),-2,5,7,11,-6,2,-4,-3
O=C(C1=CC=CN2CCS(=O)(=O)N=C12)N1CCN(c2cccc(Cl)c2)CC1,-7,-33,7,8,1,-16,4,0
CCCOc1ccc(CNC(=O)c2ccc3c(c2)N(CC)CCS3)cc1,-8,-444,-23,-9,20,32,-12,-4
CC(C)CNC(=O)COC(=O)Cc1ccc(Cl)cc1,-15,4,-3,-6,5,-12,2,6
COc1cc(N)c(Cl)cc1C(=O)OCC(=O)NCC1CCCCC1,0,5,-13,1,4,4,0,1
COC(=O)c1ccc(S(=O)(=O)N2CCCCCC2)cc1,1,26,11,14,1,9,-1,4
CCOC(=O)c1ccc(N2C(=O)c3cccc4c(C(=O)O)ccc(c34)C2=O)cc1,-4,-9,-14,8,-10,2,-7,2
CS(=O)(=O)c1cnc(-c2ccccc2)nc1Sc1ccc(F)cc1,-2,16,-2,5,-1,2,0,2
CN(C)c1ccc(NC(=O)C2CCCN(S(=O)(=O)c3ccccc3)C2)cc1 (stereo unspecified),-11,2,-8,-5,0,14,-3,2
Cc1nc(-c2cccc(S(=O)(=O)N3CCCC(C)C3)c2)cs1 (stereo unspecified),5,17,-25,-3,-8,16,-6,2
CO/C(N)=C(\C#N)N=Cc1ccccc1Cl,-4,-78,-2,-2,7,-8,6,-3
CC(C)n1c(CNC(=O)c2ccccc2)nc2ccccc21,-5,4,-9,-6,-11,12,-4,1
CCc1ccc(-c2csc3ncn(CC)c(=O)c23)cc1,-3,12,11,-9,-8,-3,3,0
N/C(=N\OC(=O)CCC(=O)O)c1ncc(C(F)(F)F)cc1Cl,-1,15,-2,1,1,-3,0,0
CCN1CCn2c3c(c4cccc(C)c42)CCCC31 (stereo unspecified),-4,-4,-2,8,-2,-4,2,1
COc1cccc(/C=N/NC(=O)c2nc(-c3ccccc3)cc(-c3ccccc3)n2)c1O,1,13,-2,1,-32,17,1,4
